Bim-Bcl-2 = inhibitors of Bim-Bcl-2 interaction, human; P10415; Bead-based flow cytometry, Bim peptide-Bcl-2 binding; inhibition, % at 10 µM; 190,000 tested, 0.06% active; in the data active means inhibition above about 40%; inconclusive means no clear call, values can overlap the other calls;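 further: 0% = no compound wells with probe peptide and 100% = reference peptide inhibitor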
Target sequence (P10415 whole entry, looked up): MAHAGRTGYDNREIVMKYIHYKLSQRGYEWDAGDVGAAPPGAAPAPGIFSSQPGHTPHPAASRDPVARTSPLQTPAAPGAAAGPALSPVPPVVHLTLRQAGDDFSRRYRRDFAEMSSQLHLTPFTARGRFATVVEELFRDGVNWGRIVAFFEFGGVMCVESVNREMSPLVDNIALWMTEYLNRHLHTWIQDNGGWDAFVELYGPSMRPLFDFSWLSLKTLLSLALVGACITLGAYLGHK
ABCG2 block = inhibitors of human ABCG2 transporter, ABCB1 counter-screen; IgMXP3 cells, JC-1 efflux, flow cytometry; inhibition, % at 6.6 µM; 190,000 tested, 0.1% active; AID 1325;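 active means inhibition above 80%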;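 further: 0% = DMSO and 100% = nicardipine control wells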
Target sequence (Q9UNQ0 whole entry, looked up): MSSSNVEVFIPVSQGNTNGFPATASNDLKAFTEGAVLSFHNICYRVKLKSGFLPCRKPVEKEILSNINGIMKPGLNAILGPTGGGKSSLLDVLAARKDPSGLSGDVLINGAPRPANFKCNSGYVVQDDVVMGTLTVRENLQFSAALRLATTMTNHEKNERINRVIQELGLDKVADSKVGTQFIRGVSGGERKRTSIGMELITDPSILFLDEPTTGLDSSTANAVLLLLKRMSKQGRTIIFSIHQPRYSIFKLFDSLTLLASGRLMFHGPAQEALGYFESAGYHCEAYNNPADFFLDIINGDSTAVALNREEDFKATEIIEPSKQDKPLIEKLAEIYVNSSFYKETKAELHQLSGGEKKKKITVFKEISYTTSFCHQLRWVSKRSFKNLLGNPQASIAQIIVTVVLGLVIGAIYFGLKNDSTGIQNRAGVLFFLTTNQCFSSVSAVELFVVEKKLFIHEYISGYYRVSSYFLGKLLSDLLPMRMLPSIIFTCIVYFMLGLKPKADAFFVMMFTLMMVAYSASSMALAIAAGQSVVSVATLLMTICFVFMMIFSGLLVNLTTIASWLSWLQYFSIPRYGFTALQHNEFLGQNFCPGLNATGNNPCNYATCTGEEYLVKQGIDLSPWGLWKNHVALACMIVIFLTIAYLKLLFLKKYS
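Test system: IgMXP3 cells (ABCG2) mixed with DDAO far-red-labelled CCRF-Adr cells (ABCB1). Reagent: JC-1 transporter substrate. Compound dosing: single test compound dose, 6.6 µM final. Times: 10 min compound exposure, 25 °C. Detection: flow cytometry of retained JC-1 fluorescence. Read-out basis: efflux inhibition in percent versus controls. Controls: nicardipine and DMSO wells.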
GSH fluor = GSH bead compound fluorescence profile | GSH beads flow cytometry, compound fluorescence 488/530 nm; stronger effect = higher value | fluorescence (KMESF) at 10 µM | 190,000 tested, 0.25% active; in the data active means fluorescence above about 89;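 further: glutathione beads carrying GST-tagged Bcl family fusion proteins plus one bare bead set; values are compound well signal with DMSO vehicle wells as background; inactives centre near 16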
ABCB1 block = human ABCB1 inhibition, ABCG2 as counter-screen | P08183 | CCRF-Adr cells, JC-1 efflux, flow cytometry | inhibition, % at 6.6 µM | 190,000 tested, 0.067% active; in the data active means inhibition above about 40%;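 further: 0% = vehicle and 100% = reference inhibitor; higher value means more JC-1 retained so stronger ABCB1 efflux block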
RGS8-Gao reg = regulators of human RGS8-Galphao interaction; P09471; multiplexed bead flow cytometry, RGS8-Galphao binding; actives lie on both sides; response (percent of control binding), % at 10 µM; 220,000 tested, 0.34% active; AID 1423; in the data active means response below about 60% or above about 140%; inactive means in between;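 further: Galphao activated as the GDP aluminium fluoride complex binding bead-coupled RGS8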
Bim-Bfl-1 = inhibitors of Bim-Bfl-1 interaction, human | Q16548 | Bead-based flow cytometry, Bim-Bfl-1 binding inhibition | inhibition, % at 10 µM | 190,000 tested, 0.12% active | AID 1008;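 further: 0% = wells without compound plus tracer and 100% = blocker peptide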
RGS7-Gao = modulates binding of RGS7 to human Galphao | P09471 | Multiplexed bead flow cytometry; actives lie on both sides | binding response (% of control), % at 10 µM | 220,000 tested, 0.35% active | AID 1439; in the data active means binding response below about 49% or above about 150%; inconclusive means no clear call, values can overlap the other calls; inactive means in between;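 further: fluorescent Galphao held in activated GDP-AlF4 state binding bead-coupled RGS7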
Bim-Bcl-XL = human Bim-Bcl-XL interaction inhibition; Bim peptide-Bcl-XL binding, bead flow cytometry, fluorescence; 190,000 tested, 0.04% active; AID 1007; inhibition, % at 10 µM; Q07817
Bcl-W Bim block = disrupts Bim peptide binding to human Bcl-W | Q92843 | bead-based flow cytometry | inhibition, % at 10 µM | 190,000 tested, 0.02% active | AID 952;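 further: 0% = bound tracer without compound and 100% = peptide blocker; higher means less fluorescent Bim peptide bound to Bcl-W beads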
Target sequence (Q92843 whole entry, looked up): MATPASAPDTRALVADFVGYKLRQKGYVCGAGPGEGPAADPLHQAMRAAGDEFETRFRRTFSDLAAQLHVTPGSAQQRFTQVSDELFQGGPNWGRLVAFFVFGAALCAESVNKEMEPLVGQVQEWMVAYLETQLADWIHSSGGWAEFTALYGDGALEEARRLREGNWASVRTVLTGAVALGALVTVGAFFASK
Bcl-B Bim block = inhibitors of Bim-Bcl-B interaction, human; 190,000 tested, 0.073% active; Q9HD36; bead-based flow cytometry, Bim peptide-Bcl-B binding; inhibition, % at 10 µM;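 further: 0% = tracer peptide without compound and 100% = reference inhibitor peptide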
RGS4-Gao reg = modulates binding of RGS4 to human Galphao | Multiplexed bead flow cytometry; actives lie on both sides | P09471 | 220,000 tested, 0.33% active | AID 1415 | binding response (% of control), % at 10 µM; in the data active means binding response below about 49% or above about 150%; inactive means in between;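 further: fluorescent Galphao activated with aluminum fluoride binding bead-coupled RGS4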
Starred values were filed as active, the others as inactive; u = inconclusive; [ ] = remark or other dose. Unless noted, no stated cut-off is given here; in the data, active means inhibition above about 40%.

entry | Structure | Bim-Bcl-2 | ABCG2 block | GSH fluor | ABCB1 block | RGS8-Gao reg | Bim-Bfl-1 | RGS7-Gao | Bim-Bcl-XL | Bcl-W Bim block | Bcl-B Bim block | RGS4-Gao reg
1 | CCOc1ccccc1NC(=O)COC(=O)C1CC1 | -4 | 3 | 12 | 0.0 | 102 | 2 | 99 | 0 | -2 | 2 | 100
2 | COc1ccc(/C=C/C(=O)NC(=S)Nc2ccccc2C(=O)NC2CCCCC2)cc1 | 0 | 3 | 15 | 0.8 | 101 | -1 | 100 | 1 | 0 | 0 | 104
3 | Cc1ccc2[nH]c3c(c2c1)CCNC3=O | 0 | 7 | 12 | 0.9 | 103 | -3 | 102 | -4 | -7 | -6 | 101
4 | CCOC(=O)Cc1csc(NC(=O)/C=C/c2ccc(OC)cc2)n1 | 7 | 5 | 12 | -0.2 | 101 | 5 | 102 | 1 | 0 | 2 | 102
5 | CCc1ccc(NC(=S)Nc2cccc(OC)c2)cc1 | -6 | 0 | 12 | 0.1 | 83 | -7 | 99 | -3 | 0 | -2 | 103
6 | Cc1cc(NS(=O)(=O)c2ccc(NC(NC(=O)C(C(F)(F)F)C(F)(F)F)(C(F)(F)F)C(F)(F)F)cc2)no1 | 4 | 0 | 15 | -0.4 | 80 | 1 | 155*[activator] | -1 | 0 | 0 | 101
7 | Cc1cnc(C(=O)Nc2ccccc2C(=O)N2CCOCC2)cn1 | -5 | 1 | 35 | 0.5 | 101 | -10 | 100 | 3 | 0 | -8 | 102
8 | CC(C)NS(=O)(=O)c1ccc2c(c1)NCC2 | -3 | -4 | 4 | -0.2 | 104 | 0 | 100 | -4 | -1 | -8 | 102
9 | COc1ccc(CN2C(=O)c3ccccc3C2C(=O)NCC2CCCO2)c(OC)c1 (configuration not stated) | -8 | 1 | 11 | 0.8 | 101 | -12 | 112 | -4 | 2 | -8 | 99
10 | COc1ccc(N2CCN(C(=O)c3oc4ccccc4c3C)CC2)cc1 | 0 | 2 | 11 | 0.5 | 100 | -4 | u | -2 | -1 | -4 | 97
11 | CCOC(=O)N1CCN(C(=O)c2ccc3nc(N4CCCCC4)sc3c2)CC1 | -2 | 5 | 5 | 1.3 | 102 | -10 | 104 | -3 | 0 | -6 | 103
12 | COc1ccccc1Cn1c(-c2ccccc2OC)nc2ccccc21 | -9 | 14 | 34 | 3.4 | 99 | -13 | 97 | -13 | -2 | -9 | 96
13 | CC(=O)c1noc(C)c1C(=O)Nc1nccs1 | -3 | 3 | 16 | 0.4 | 99 | -10 | 103 | -3 | 0 | -3 | 102
14 | CCC(C)(C)n1nnnc1C(c1ccc(F)cc1)N1CCC(C(N)=O)CC1 (configuration not stated) | -1 | 1 | 20 | 0.6 | 101 | -4 | 104 | 1 | 2 | 0 | 101
15 | CCCC(=O)Nc1nnc(Sc2ccc(N(C)C)cc2)s1 | -5 | 2 | 24 | 0.7 | 104 | -12 | 104 | -5 | 2 | -6 | 107
16 | O=C(CN1CCOCC1)Nc1cc(C(F)(F)F)ccc1Cl | 0 | -1 | 10 | -0.2 | 108 | -4 | 118 | 3 | 1 | 0 | 112
17 | O=C(NCc1ccccc1)C12CC3CC(CC(C3)C1)C2 | -8 | 24 | 36 | 0.0 | 104 | -15 | 100 | -9 | 0 | -7 | 102
18 | S=C(NCc1ccccc1)Nc1ccc(Cl)cc1 | -4 | 4 | 20 | 0.3 | 98 | -2 | 90 | -2 | 0 | -6 | 93
19 | CN1C(=O)C2(c3ccccc31)N(C)CC(c1ccccc1)C21SC(=S)N(Cc2ccco2)C1=O (configuration not stated) | -2 | 0 | 17 | 0.5 | 103 | 0 | 101 | 0 | 1 | -1 | 101
20 | Fc1ccc(CO/N=C2\CCCc3nonc32)cc1 | -2 | 6 | 11 | 0.5 | 102 | -4 | 102 | -4 | -3 | -4 | 102
21 | CC1CCN(Cc2ccc(NC(=O)CC3Oc4ccccc4NC3=O)cc2)CC1 (configuration not stated) | -9 | 0 | 21 | 0.0 | 96 | -1 | 104 | -6 | -1 | -17 | 100
22 | COc1cccc(Sc2cc(N3CCOCC3)nc(-c3ccccc3)n2)c1 | 2 | 24 | 18 | 2.2 | 99 | 0 | 98 | 1 | -1 | 1 | 98
23 | Cc1cc(/C=C2\SC(=O)N(CC(=O)Nc3ccccc3F)C2=O)c(C)n1C | -1 | 0 | 21 | -0.2 | 101 | 0 | 102 | -3 | 0 | -10 | 104
24 | N#C/C(=C/c1ccccc1[N+](=O)[O-])C(=O)NCc1ccco1 | -5 | 1 | 18 | 0.0 | 99 | -15 | 100 | -9 | -4 | -10 | 99
25 | O=C(Nc1nc2c(c(=O)[nH]1)CCCC2)C1CC1 | -7 | 1 | 33 | 0.1 | 102 | -10 | 102 | -2 | -3 | -7 | 106
26 | O=C(CNC(=O)c1ccccc1)N/N=C/c1cn[nH]c1-c1ccccc1 | 0 | 1 | 9 | -0.1 | 100 | 0 | 102 | -1 | 1 | -4 | 100
27 | CCC(=O)Nc1sc2c(c1C#N)CCC2 | -1 | 9 | 9 | 0.2 | 100 | -4 | 98 | -1 | 1 | -5 | 98
28 | COc1cccc(C(=O)Nc2sc3c(c2C#N)CCN(C(C)=O)C3)c1 | -8 | 4 | 12 | 0.5 | 102 | 6 | 108 | -16 | -6 | -43 | 100
29 | CCN(CC)C(=O)c1cn(CCC#N)nc1-c1ccc2c(c1)OCCO2 | -1 | 2 | 15 | 1.1 | 102 | -6 | 96 | -6 | -2 | -8 | 99
30 | CCOCCCNC(=O)C(NC(=O)c1ccc(=O)[nH]c1)c1ccc(C)cc1 (configuration not stated) | -2 | -1 | 25 | 0.1 | 102 | -10 | 100 | 0 | 0 | -6 | 101
31 | O=C(CSCC(=O)N1CCCCC1)Nc1nc(-c2ccccc2)c(-c2ccccc2)s1 | -2 | 20 | 18 | 5.4 | 103 | 0 | 100 | -4 | -4 | -5 | 103
32 | c1coc(C2=Nc3cccc4cccc(c34)N2)c1 | 14 | 2 | 15 | 0.2 | 108 | 19 | 111 | 7 | 15 | -1 | 104
33 | NC(=O)c1cnn(-c2ccc3ccccc3c2)c1N | -1 | 5 | 12 | 0.6 | 102 | -4 | u | -1 | 0 | 0 | 100
34 | CCc1ccc(NC(=O)c2cnn(-c3ccccc3)c2C2CCNCC2)cc1 | -3 | -1 | 16 | 0.3 | 97 | -6 | u | -4 | -2 | -2 | 95
35 | O=C(CN1C(=O)C2C3C=CC(C3)C2C1=O)Nc1cccc(S(=O)(=O)N2CCCC2)c1 (configuration not stated) | 1 | 0 | 4 | 0.0 | 103 | 0 | 101 | 0 | 0 | -1 | 103
36 | OC(CN1CCOCC1)CN1CCOCC1 | -6 | 2 | 40 | -1.1 | 101 | -8 | 98 | 4 | 1 | -4 | 99
37 | Cc1ccc(C(=O)NC(=S)Nc2ccccc2N2CCCC2)cc1[N+](=O)[O-] | -3 | 15 | 7 | 2.6 | 97 | 0 | 90 | -3 | -1 | -6 | 95
38 | O=[N+]([O-])c1ccccc1N/N=C/c1c[nH]c2ccccc12 | -1 | 2 | 11 | 0.2 | 101 | -6 | 106 | 1 | 4 | -3 | 103
39 | O=C1c2oc3ccc(F)cc3c(=O)c2C(c2cccc(O)c2)N1CCCN1CCOCC1 (configuration not stated) | 0 | 2 | 13 | -0.3 | 104 | 4 | 103 | -4 | -2 | -4 | 103
40 | Clc1ccc(C[n+]2cc(-c3ccccc3)n3c2CCC3)cc1Cl | 0 | -2 | 15 | 0.8 | 106 | 3 | 104 | -4 | -4 | 1 | 103
41 | CCC(C)(C)NC(=O)COc1ccc(OCc2ccccc2)cc1 | -3 | 0 | 16 | 0.1 | 100 | -6 | 101 | -3 | -2 | -3 | 101
42 | O=S(=O)(c1ccccc1)N1CCC(n2nnc3cc(F)ccc32)CC1 | -2 | 2 | 24 | 0.7 | 100 | -3 | 95 | -1 | -2 | -2 | 102
43 | COc1ccc(CCNC(=O)C2CC(=O)N(CCc3ccc(C)cc3)C2)cc1OC (configuration not stated) | 0 | 10 | 25 | 1.8 | 107 | -1 | 107 | 1 | 1 | 0 | 109
44 | CC12CCC(C(=O)N3CCN(C(c4ccccc4)c4ccccc4)CC3)(OC1=O)C2(C)C (configuration not stated) | 0 | 0 | 6 | 0.5 | 103 | 2 | 108 | 0 | 7 | 1 | 112
45 | CCOc1nc(C)ccc1-c1noc(-c2ccccn2)n1 | 0 | 9 | 59 | 1.0 | 118 | 1 | 108 | -1 | 2 | 1 | 114
46 | CC1(C)Nc2ccccc2N(Cc2ccc([N+](=O)[O-])cc2)C1=O | 0 | 2 | 14 | 0.4 | 101 | -4 | u | -2 | -1 | -2 | 101
47 | CC(=O)Nc1cccc(NC(=O)CSc2nc(C)c(C)c(C)c2C#N)c1 | -6 | 35 | 34 | -1.0 | 106 | -14 | 101 | -5 | -1 | -8 | 100
48 | CN(C1CCCC1)C1CCN(C(=O)CNC(=O)/C=C/c2cccc(C(F)(F)F)c2)CC1 | -1 | -2 | 18 | -0.4 | 99 | -2 | 100 | 0 | 2 | 0 | 101
49 | Cc1nnc(SCc2ccc(CC(=O)O)cc2)o1 | -1 | 0 | 21 | 0.2 | 101 | -2 | 105 | -4 | -3 | 4 | 103
50 | CSc1nnc2c3ccccc3n(Cc3ccccc3)c2n1 | 0 | -4 | 30 | -3.0 | 101 | -5 | 97 | -7 | -3 | -6 | 94
51 | O=C(N1CCOCC1)N(Cc1ccco1)CC1CCCO1 (configuration not stated) | -9 | 7 | 31 | 0.5 | 103 | -22 | 101 | -12 | -5 | -14 | 104
52 | COc1cc(/C=C2\SC(=Nc3c(C)n(C)n(-c4ccccc4)c3=O)NC2=O)ccc1O | 5 | 1 | 5 | 0.8 | 101 | 0 | 106 | -2 | -2 | -6 | 97
53 | O=C1COc2ccc(C(=O)COC(=O)C3CCN(S(=O)(=O)c4cccs4)CC3)cc2N1 | -16 | 18 | 31 | 0.2 | 107 | -12 | 104 | -7 | -1 | -8 | 102
54 | O=S(=O)(NCc1cccnc1)c1cccc2nsnc12 | -11 | 10 | 21 | 0.9 | 97 | -17 | 102 | -11 | -4 | -8 | 99
55 | O=C(CN1CCN(c2ccccc2)CC1)Nc1cccc([N+](=O)[O-])c1 | -2 | 4 | 7 | 0.9 | 100 | -7 | 100 | -3 | -3 | -2 | 103
56 | COc1cc(C(=O)Nc2ccc(O)cc2)ccc1OC(C)=O | 0 | 0 | 23 | -0.2 | 98 | -9 | 99 | 0 | 3 | -5 | 100
57 | O=C1CCCN1CC1CCCN(Cc2nc(COc3ccccc3)no2)C1 (configuration not stated) | 0 | 3 | 12 | 0.8 | 119 | 0 | 135 | -6 | -4 | 0 | 110
58 | Cc1ccc2cc(N)ccc2n1 | 1 | 3 | 27 | 1.2 | 102 | 0 | 106 | 2 | 4 | 3 | 105
59 | COc1ccc(N2C(=O)C3C(C2=O)C2C=CC3C23CC3)c(OC)c1 (configuration not stated) | -7 | 6 | 22 | 0.5 | 101 | -18 | 103 | -10 | -2 | -5 | 101

High-throughput results (PubChem)
